# IL1B NFkB pot: enhances IL-1B driven NFkB nuclear translocation | HUVEC IL-1B NFkB p65 nuclear translocation imaging | activation, % at 2 µM | 94,000 compounds, 0.3% hits;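 active = activation above 40%, about the mean plus 3 SD, also judged a hit on visual image review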;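 also: percent activation is computed from the nuclear over cytoplasmic p65 intensity ratio; values of inactives mirror those of a sister screen read the other way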
# IL1B NFkB inh: blocks IL-1B driven NFkB nuclear translocation in HUVEC cells; inhibition, % at 2 µM; 94,000 compounds, 0.43% hits; HUVEC IL-1B NFkB p65 nuclear translocation imaging; AID 796;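 active = inhibition above about 30% together with a positive call from visual inspection of the well image, limit read from the data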;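 also: nuclear over cytoplasmic p65 intensity ratio measured by imaging; 0% = IL-1B stimulated DMSO wells and 100% = unstimulated DMSO wells; values of inactives mirror those of a sister screen read the other way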
# MRP reversal: compounds reversing MRP-mediated drug resistance | differential viability (reversal), % at 10 µM | H69AR cells + 2 uM doxorubicin, CellTiter-Glo, 72 h | 85,000 compounds, 0.04% hits;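 active = viability drop by adding the cancer drug above about 55%, with treated viability meeting a 40% cutoff, limit read from the data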;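 also: viability without doxorubicin minus viability with 2 µM doxorubicin for each compound; larger differential means the compound sensitizes cells more to doxorubicin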
# Bcl-B TR3 displacers: displacers of TR3 peptide from Bcl-B, primary screen, selectivity assay for Bfl-1 inhibitor project, biochemical, fluorescence polarization. FP displacement of FITC-TR3 peptide from Bcl-B; higher % means a stronger effect. displacement, % at 20 µM; hits with a dose series show IC50 in µM. 96,000 compounds, 0.11% hits. AID 748;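 active = displacement above 50% at 20 µM plus a fluorescence interference ratio under 1.5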;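 also: plate controls were wells without compound for no effect and wells lacking Bcl-B protein for full effect; a part of the inactive calls stands beside numbers as strong as those of hits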
# PLAP inhibition: inhibition of human placental alkaline phosphatase – biochemical, luminescence, HTS (AID 690) | purified PLAP, luminescent substrate; higher % means a stronger effect | inhibition, % at 20 µM; hits with a dose series show IC50 in µM | 96,000 compounds, 0.08% hits; in the data active = a potency from the dose series; inactive = the rest, 99 in 100 with inhibition below about 30%; also: strong numbers were not always called active
# MRP reversal cytotoxicity: further read-out of MRP reversal, marked with its call; viability, %; H69AR cells, CellTiter-Glo, 72 h; measured here: cytotoxicity without doxorubicin
# MRP reversal with doxorubicin: also measured in MRP reversal; calls as there; viability, %; measured here: viability with 2 uM doxorubicin; hits give low values
# IL1B NFkB inh cell count 2 µM: recorded beside IL1B NFkB inh, whose call it bears; cell count; measured here: cells passing quality filter;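 raw number of nuclei counted in each imaged well without normalization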
# IL1B NFkB pot cell count 2 µM: further read-out of IL1B NFkB pot, marked with its call; cell count; measured here: cells passing quality filter
# * marks the source's active call; other numbers are inactive results; · = not tested or not shown.
SMILES,IL1B NFkB pot,IL1B NFkB pot cell count 2 µM,IL1B NFkB inh,IL1B NFkB inh cell count 2 µM,MRP reversal,MRP reversal cytotoxicity,MRP reversal with doxorubicin,Bcl-B TR3 displacers,PLAP inhibition
COC(=O)c1c(NC(=O)c2cccs2)sc2c1CCC(C)C2 (configuration not stated),0.7,136,-0.7,136,-6.9,69.9,76.8,1.8%,-12.8%
CCCCOCCCNC(=O)/C=C/c1ccccc1Cl,1.4,144,-1.4,144,·,·,·,·,·
O=C(NCc1ccccc1)C1C2C=CC3(CN(Cc4cccnc4)C(=O)C13)O2 (configuration not stated),-1.9,173,1.9,173,8.1,91.9,83.8,-6.8%,-3.2%
COc1ccc(S(=O)(=O)Nc2nncs2)cc1,5.7,136,-5.7,136,-2.3,86.1,88.4,·,·
Nc1nonc1-c1noc(CCCCCN2C(=O)c3ccccc3C2=O)n1,13.2,152,-13.2,152,5.1,97.7,92.6,-10.9%,-7.1%
COc1ccc(C(C)=O)c(OC(=O)c2ccco2)c1,9.5,141,-9.5,141,10.0,99.6,89.5,1.4%,-7.5%
CN1C(CC(=O)c2ccccc2)CCCC1CC(O)c1ccccc1 (configuration not stated),20.8,153,-20.8,153,·,·,·,-3.9%,-40.2%
COc1cccc(C(c2nnnn2Cc2ccccc2)N2CCN(C(=O)c3ccco3)CC2)c1OC (configuration not stated),22.5,120,-22.5,120,-1.0,100.0,101.0,3.0%,-66.0%
Cc1nc(CCN2C(=O)c3ccccc3C2=O)n[nH]1,19.8,140,-19.8,140,·,·,·,-1.9%,-5.9%
O=C(NCCC(=O)N1CCNC1=O)OCc1ccccc1,-9.7,127,9.7,127,3.4,105.3,101.9,-1.2%,-35.2%
COc1cccc(OCc2nc3ccccc3c(=O)n2N)c1,5.7,174,-5.7,174,3.3,71.0,67.6,2.8%,17.5%
CCn1ncc(/C=N/NS(=O)(=O)c2ccc(Cl)cc2)c1C,19.8,145,-19.8,145,·,·,·,-8.7%,-2.3%
CCCCn1nnnc1NCc1cc(OC)c(OC)cc1OC,7.4,190,-7.4,190,-10.9,94.2,105.1,-3.9%,6.1%
Cc1ccccc1C(=O)c1ccc2c(c1)n(C)c(=O)n2C,23.8,131,-23.8,131,9.5,80.1,70.6,-25.0%,-71.0%
CC(=O)Cc1nsc(NC(=O)c2c(-c3ccccc3Cl)noc2C)n1,2.0,161,-2.0,161,3.5,88.5,85.0,-12.4%,-8.3%
O=C(c1ccccc1NS(=O)(=O)c1cccs1)N1CCCC1,-3.8,124,3.8,124,6.7,92.2,85.6,-3.1%,-1.5%
Cc1ccccc1NC(=O)COC(=O)CN1C(=O)NC(C)(C)C1=O,10.7,41,-10.7,41,12.8,104.6,91.8,10.2%,-9.3%
O=C(CCN1C(=O)COc2ccccc21)NCCN1CCc2ccccc2C1,-3.8,82,3.8,82,2.2,79.5,77.3,7.0%,-19.3%
C=CCn1cnc2c(c1=O)c1nc3ccccc3nc1n2/N=C/c1cccc(OC)c1OC,·,·,·,·,1.4,101.2,99.8,-17.0%,-89.4%
COc1cc(NC(=O)c2ccco2)ccc1NC(=O)C(C)C,14.9,61,-14.9,61,5.7,100.8,95.1,-2.6%,15.7%

# Brought forward from above: 2 entries; new compounds follow.
SMILES,IL1B NFkB pot,IL1B NFkB pot cell count 2 µM,IL1B NFkB inh,IL1B NFkB inh cell count 2 µM,MRP reversal,MRP reversal cytotoxicity,MRP reversal with doxorubicin,Bcl-B TR3 displacers,PLAP inhibition
C=CCn1cnc2c(c1=O)c1nc3ccccc3nc1n2/N=C/c1cccc(OC)c1OC,·,·,·,·,1.4,101.2,99.8,-17.0%,-89.4%
COc1cc(NC(=O)c2ccco2)ccc1NC(=O)C(C)C,14.9,61,-14.9,61,5.7,100.8,95.1,-2.6%,15.7%
CCOC(=O)N1CCC2(CC1)C(C#N)=C(N)Oc1n[nH]c(CSc3ccc(C)cc3)c12,14.5,111,-14.5,111,19.1,103.2,84.1,-5.3%,-12.5%
COC(=O)c1ccccc1NC(=O)CSc1nnc(-c2ccoc2C)n1C,-3.8,81,3.8,81,3.5,92.6,89.0,20.3%,4.5%
CC(=O)C1=C(C)Nc2ncnn2C1c1ccc(Cl)cc1Cl (configuration not stated),-6.7,101,6.7,101,13.2,94.4,81.2,-2.4%,-7.7%
S=C1NC(c2ccccc2)=NCN1c1ccc(Br)cc1,·,·,·,·,22.6,88.9,66.3,10.0%,21.7%
CCN(CC)C(=O)c1cn(C)c(=O)c2cc(OC)c(OC)cc12,·,·,·,·,8.6,90.6,82.0,-4.8%,-42.0%
Cn1cccc1C(=O)Nc1nc(-c2ccccn2)cs1,12.8,88,-12.8,88,-13.2,35.3,48.5,-18.6%,-65.1%
Cc1cc(NC(=O)CN2CCCC2c2nc3ccccc3s2)no1 (configuration not stated),·,·,·,·,11.3,101.0,89.7,-0.4%,-18.1%
Cc1nnc(SC(C)C(=O)Nc2ccc(S(=O)(=O)N3CCCCC3)cc2)s1 (configuration not stated),15.1,160,-15.1,160,19.1,83.4,64.2,6.4%,-10.5%
CC(C)C(=O)Nc1cccc(NC(=S)NC(=O)c2ccc([N+](=O)[O-])cc2)c1,3.7,174,-3.7,174,·,·,·,7.0%,-0.7%
O=S(=O)(c1ccc(F)c(F)c1)N1CCN(Cc2ccc3c(c2)OCO3)CC1,-10.1,185,10.1,185,22.5,95.1,72.6,-0.3%,6.5%
Cc1ccccc1Cn1cc(NC(=O)c2nc3ncccn3n2)cn1,-0.7,72,0.7,72,-5.2,92.9,98.1,-13.3%,19.1%
CC1(C)NC(=O)N(CC(O)CN(Cc2ccccc2)Cc2ccccc2)C1=O (configuration not stated),-0.9,186,0.9,186,16.7,99.6,82.9,-3.6%,-53.2%
O=C(NCC1CCCO1)c1cnn2c1NC(c1ccccc1)CC2C(F)(F)F (configuration not stated),18.9,106,-18.9,106,6.4,94.9,88.5,-1.5%,-46.4%
COc1ccc(Cn2c(=O)[nH]c3cc(C(=O)NCc4ccc5c(c4)OCO5)ccc3c2=O)cc1,8.3,134,-8.3,134,16.4,59.4,43.0,·,·
Cc1ccc(/C=C2\CCC3=C2OC(N)=C(C#N)C3c2ccc(C)cc2)cc1 (configuration not stated),-17.3,61,17.3,61,·,·,·,-240.2%,-25.5%
O=S(=O)(c1ccc(Cl)s1)N1CCN(Cc2ccccc2)CC1,·,·,·,·,·,·,·,1.5%,15.0%
CN(Cc1ccccc1)C(=O)Cn1c(=O)oc2cc(S(=O)(=O)NCc3ccccc3)ccc21,-9.2,183,9.2,183,-4.3,82.0,86.3,1.3%,-7.9%
c1ccc(-n2cccc2CNC2CCCCC2)cc1,8.6,105,-8.6,105,3.4,102.5,99.1,-9.5%,9.7%
Cc1nn(C)c(Oc2cccc(Cl)c2)c1C=O,-2.2,130,2.2,130,·,·,·,-3.6%,-3.8%
COc1cc(=O)n2c(n1)SCCC2,-7.8,168,7.8,168,-8.8,75.4,84.3,-12.5%,-9.5%
COC(=O)Cn1c2ccc(C)cc2c2nc(C)sc21,-4.8,60,4.8,60,-6.8,98.6,105.4,11.6%,-7.1%
Cc1cccc(-c2nnc(SCC#N)n2-c2ccccc2)c1,10.0,167,-10.0,167,3.3,90.1,86.8,-7.7%,-8.4%
C=CCc1c(C)nc(C)nc1N/N=C/c1ccccc1O,8.7,164,-8.7,164,-15.2,46.1,61.3,-6.8%,-154.2%
Cc1sc(NC(=O)c2ccccc2)c(C(=O)NCCN(C)C)c1C,6.6,127,-6.6,127,·,·,·,5.4%,-22.7%
CC(Cc1cccs1)NC(=O)Nc1ccc(Cl)cc1 (configuration not stated),-0.4,144,0.4,144,·,·,·,-1.4%,-4.1%
Cc1ccc(-c2nnc(CSc3nnc4c5c(C)c(C)sc5nc(C(C)C)n34)o2)cc1,·,·,·,·,-4.9,89.7,94.6,-9.1%,-38.6%
CC1(C)CC(=O)C(C=NCCN2CCN(C(=S)Nc3ccc(F)cc3)CC2)=C(O)C1,·,·,·,·,·,·,·,0.7%,-14.4%
O=P(O)(O)c1ccccc1OCc1ccccc1,-16.3,73,16.3,73,-7.3,99.9,107.2,-4.9%,8.43µM*
CC(C)NC(=O)CSc1nc2ccccc2n1-c1ccccc1,-6.0,148,6.0,148,18.8,90.7,71.8,·,·
COc1nc(N/N=C/c2cc3c(cc2Br)OCO3)nc(N2CCOCC2)n1,·,·,·,·,·,·,·,10.9%,16.6%
CCn1c(=O)n(CC)c2cc(S(=O)(=O)N3CCc4ccccc43)ccc21,4.4,173,-4.4,173,10.5,117.3,106.8,-2.7%,-23.0%
O=C(CSc1nnc(-c2ccco2)n1Cc1ccccc1)OC1CCCCC1,-15.0,152,15.0,152,3.0,90.2,87.2,-2.1%,3.9%
COc1ccc(-c2cc(C(F)F)n3ncc(C(=O)N4CCCCC4)c3n2)cc1,17.1,158,-17.1,158,5.3,84.2,78.9,-4.2%,-42.7%
Cc1cccc(C(=O)O/N=C(\N)c2ccc(Br)cc2)c1,16.1,119,-16.1,119,7.1,87.4,80.3,14.8%,4.4%
O=C(NCCN1CCCC1)C1CCN(S(=O)(=O)N2CCC3(CC2)OCCO3)CC1,-2.7,160,2.7,160,-1.8,105.0,106.8,-11.7%,-45.2%
O=C(NCc1ccc2c(c1)OCO2)c1ccc(S(=O)(=O)N2CCCCC2)cc1,12.7,73,-12.7,73,8.4,90.0,81.6,7.0%,23.3%

# Structural class, the compounds so far with a Cl atom
SMILES,IL1B NFkB pot,IL1B NFkB pot cell count 2 µM,IL1B NFkB inh,IL1B NFkB inh cell count 2 µM,MRP reversal,MRP reversal cytotoxicity,MRP reversal with doxorubicin,Bcl-B TR3 displacers,PLAP inhibition
CCCCOCCCNC(=O)/C=C/c1ccccc1Cl,1.4,144,-1.4,144,·,·,·,·,·
CCn1ncc(/C=N/NS(=O)(=O)c2ccc(Cl)cc2)c1C,19.8,145,-19.8,145,·,·,·,-8.7%,-2.3%
CC(=O)Cc1nsc(NC(=O)c2c(-c3ccccc3Cl)noc2C)n1,2.0,161,-2.0,161,3.5,88.5,85.0,-12.4%,-8.3%
CC(=O)C1=C(C)Nc2ncnn2C1c1ccc(Cl)cc1Cl (configuration not stated),-6.7,101,6.7,101,13.2,94.4,81.2,-2.4%,-7.7%
O=S(=O)(c1ccc(Cl)s1)N1CCN(Cc2ccccc2)CC1,·,·,·,·,·,·,·,1.5%,15.0%
Cc1nn(C)c(Oc2cccc(Cl)c2)c1C=O,-2.2,130,2.2,130,·,·,·,-3.6%,-3.8%
CC(Cc1cccs1)NC(=O)Nc1ccc(Cl)cc1 (configuration not stated),-0.4,144,0.4,144,·,·,·,-1.4%,-4.1%

# Screens deposited in PubChem BioAssay by several laboratories.

# Not all compounds are listed; rates above refer to the full screens.
